TTR transcr act – increases transthyretin transcription | SH-SY5Y TTR promoter Gaussia luciferase, luminescence; 100% = recombinant luciferase protein wells | activation, % at 16.7 µM | hit rate 1.3% among 92,000 | AID 1117267;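 active means activation above the mean of all tested compounds plus 3 SD, cut at about 9.5% in these data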;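 further: cells exposed to compounds for one day before reading; 0% = median of all test compound wells on the plate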
An asterisk follows results filed as active. Some of the compounds tested. The share of hits here may be higher or lower than overall.

SMILES | TTR transcr act
CCOc1cc(/C=C(/C#N)c2nc3ccccc3[nH]2)ccc1OCc1ccc(C(=O)O)o1 | -0.4
C=CCN(c1ccccc1OC)S(=O)(=O)c1ccc(Cl)c(C(=O)Nc2ccc(N3CCOCC3)cc2)c1 | -2.4
C/C(=N\NC(=O)CCc1c(C)n[nH]c1C)c1ccc([N+](=O)[O-])cc1 | 1.5
COC(=O)c1ccc(NC(=O)C(C)N2C(=O)c3ccccc3C2=O)cc1 (configuration not stated) | -1.1
COc1cc(OC)cc(C(=O)NC(=S)N2CCCCC2c2cccnc2)c1 (configuration not stated) | 3.1
Cc1ccc(S(=O)(=O)N2CCCOC2CNC(=O)C(=O)NCc2ccccc2C)cc1 (configuration not stated) | 0.4
CC(=O)Oc1ccc(C(=O)c2ccccc2)c(OC(C)=O)c1 | -1.2
CCCCN1CC(=O)N2[C@H]3c4cc(Cl)ccc4OC[C@@H]3[C@H](C(=O)OCC)[C@]2(C)C1=O | -0.6
Cc1cccc(N=Cc2c(O)cc(C)oc2=O)c1 | -0.8
CC(C)(C)c1ccc(Oc2ccc(NC(=O)CCCC(=O)O)cn2)cc1 | 0.5
O=C(O)c1cccc(-c2noc(-c3cccc(Cl)c3)n2)c1 | 6.3
COc1ccccc1NC(=O)COC(=O)c1[nH]c(=O)[nH]c(=O)c1N | -2.3
Nc1ccc(Oc2ccc(F)cc2)nc1 | -0.5
Nc1ncnc2c1ncn2[C@@H]1O[C@H](C(=O)NCC2CCN(Cc3ccccc3)CC2)[C@@H](O)[C@H]1O | -0.2
CCN1CCN(CC(=O)Nc2sc3c(c2C#N)CCC(C)C3)CC1 (configuration not stated) | 3.1
CC1SCC(=NOCc2c(Cl)cccc2Cl)CS1 (configuration not stated) | 4.4
O=C(NNC(=O)c1ccccc1F)c1cccc(Cl)c1 | -1.9
Cc1cc(C)cc(NC(=O)c2cnn(-c3ccccc3)c2C2CCNCC2)c1 | 2.1
O=C(Nc1nnc(-c2ccco2)o1)c1ccc(N2C(=O)CCC2=O)cc1 | 0.4
CN(C)CC1CCCCC1OC(=O)c1ccc(Cl)cc1 (configuration not stated) | 0.8
COc1ccc2c(c1)C=C(C(=O)NCc1ccc(Cl)cc1)CO2 | 5.1
CC(=O)Nc1ccc(C=Cc2ccc([N+](=O)[O-])cc2)cc1 | 0.5
CC(C)(C)c1ccc(OCC(=O)NC2CCS(=O)(=O)C2)cc1 (configuration not stated) | -1.8
CC(OC(=O)c1nc(Cl)ccc1Cl)C(=O)NC1CCCCC1C (configuration not stated) | -0.3
COc1ccc(OC2CCN(S(=O)(=O)c3ccc(OC)c(OC)c3)CC2)cc1 | -2.2
Continuation.
SMILES | TTR transcr act
COc1ccc(CNC(=O)COC(=O)c2ccco2)cc1 | 1.2
COc1ccc(NC(C)=O)cc1NC(=O)CSc1nnc(-c2cccnc2)n1C | 4.4
O=C(Nc1c(C(=O)N2CCC(N3CCCCC3)CC2)oc2ccccc12)c1ccc(F)cc1 | 0.0
Cc1cc2c(c(=O)n1CCc1ccccc1)C(c1ccco1)C(C#N)=C(N)O2 (configuration not stated) | 0.5
C=C(C)C1CC=C(C)/C(=N\NC(=O)CNc2ccccc2OC)C1 (configuration not stated) | -1.7
Cc1ccccc1NC(=O)N1C2CCCC1CC(NC(=O)C1CC1)C2 (configuration not stated) | 0.4
CCN(CC)c1ccc(NC(=O)OC)cc1 | -0.1
CC1CCN(S(=O)(=O)c2ccc3[nH]c(=O)[nH]c3c2)CC1 | 0.7
CC(C(=O)Nc1ccc(C#N)cc1)N(C)CC(=O)Nc1cccc(F)c1 (configuration not stated) | 9.9*
CCOc1c2ccc(C(=O)NCCc3ccc(C)cc3)cc2nn1CC | -3.4
Cc1cccc[n+]1CC(=O)Nc1cccc([N+](=O)[O-])c1 | 1.5
CCCc1n[nH]c(=O)c2c1nnn2Cc1ccccc1F | 0.7
NC(=O)c1c(NC(=O)c2ccc(N3C(=O)CCC3=O)cc2)sc2c1CCCC2 | 0.9
CCCCNc1cc(F)nc(N)n1 | 2.6
CC1CCN(c2ccc(N3C(=O)C4CCCCC4C3=O)cc2[N+](=O)[O-])CC1 (configuration not stated) | 5.3
NC(=O)C1CCN(c2oc(-c3cccs3)nc2S(=O)(=O)c2ccc(Br)cc2)CC1 | 0.8
CC(=O)N(c1ccc(N(C(C)=O)S(=O)(=O)c2ccccc2)cc1)S(=O)(=O)c1ccccc1 | -2.9
Cn1c(COc2ccccc2)nnc1SCC(=O)NCc1ccccc1 | 1.6
O=C(NC1CCCC1)C(c1ccccn1)N(Cc1ccccc1F)C(=O)c1csnn1 (configuration not stated) | 0.1
COc1ccc(NC(=O)c2cc(C)cc(C)c2)cc1[N+](=O)[O-] | 18.6*
O=C(CCCN1C(=O)/C(=C/c2ccccc2)SC1=S)Nc1cccc(O)c1 | -0.5
Cc1ccc2c(c1)N(CC(=O)NCc1ccco1)C(=O)C(C(C)C)O2 (configuration not stated) | -0.3
Cc1ccc(Cn2ccc(NC(=O)c3cc(-c4ccc(Cl)cc4)on3)n2)cc1 | 0.0
CCOC(=O)[C@H]1[C@H]2COc3ccc(Cl)cc3[C@@H]2N2C(=O)CN(Cc3ccc(F)cc3)C(=O)[C@@]12C | 1.1
CCOC(=O)c1c(-c2cccc([N+](=O)[O-])c2)csc1NC(=O)CCCOc1ccccc1OC | 2.1
Next part:
SMILES | TTR transcr act
O=C(NC(=S)NCCc1ccc(Cl)cc1)c1ccco1 | 2.6
Cc1noc(C)c1S(=O)(=O)N1CCCC(C(=O)Nc2nccs2)C1 (configuration not stated) | 0.0
O=C(OCC(=O)c1ccccc1Br)c1ccncc1 | 1.2
O=C(/C=C/c1cccc([N+](=O)[O-])c1)N(c1ccccn1)c1ccccn1 | 0.7
O=C(CC[C@H]1O[C@@H](n2cnc3c(NC(=O)c4ccccc4)ncnc32)[C@H](O)[C@@H]1O)NCCCN1CCCC1=O | -1.1
Cc1ccc(NC(=O)CCc2nnc3ccc(NCc4ccco4)nn23)cc1F | 3.3
O=C(NCc1ccc(Cl)cc1)c1cnccn1 | -1.3
O=C1CN(C(=O)CCCc2c[nH]c3ccccc23)c2ccccc2N1 | 1.6
CC1=C(C)CC(C(=O)N2CCN(Cc3ccccc3)CC2)C(C(=O)O)C1 (configuration not stated) | 1.7
COc1cccc(NC(=O)C(=O)NCCCn2ccnc2)c1 | 0.3
COCCn1c(SCC(=O)NC2CC2)nnc1-c1ccco1 | 1.2
Cc1ccccc1NC(=O)Cc1nc(COC(=O)c2ccc(NC(N)=O)cc2)cs1 | -2.0
COc1cc2c(cc1OC)C1CCN3C(=O)CCC3N1CC2 (configuration not stated) | 0.1
COc1ccc(C2NC(=O)c3ccccc3O2)c(OC)c1OC (configuration not stated) | -0.9
Cc1ccc(C(=O)COC(=O)CCC(=O)NC2CCCCC2)cc1C | 0.9
Cn1nc(CC(=O)NC2CCCCCC2)c2ccccc2c1=O | 1.4
COCCNc1nc(Nc2ccc(C#N)cc2)c2sccc2n1 | -4.4
O=C(COC(=O)/C=C/c1cccc(Cl)c1Cl)Nc1ccc2[nH]c(=O)[nH]c2c1 | -1.5
CCOC(=O)[C@]12CCC=C1N(Cc1ccc(Cl)cc1Cl)C(=O)[C@H](CC(=O)NCc1ccc(OC)c(OC)c1)C2 | -3.3
CC1CCC(NC(=O)C2CCN(c3cnccn3)CC2)CC1 (configuration not stated) | -1.2
Brc1ccc(Oc2ncc(CN3CCN(c4ccccc4)CC3)s2)cc1 | -0.5
Nc1cc(=O)n(Cc2ccccc2)c(=O)n1-c1ccc(F)cc1 | 1.8
COc1ccc(C(=O)N2CCC2(C)C(=O)NC(C)C)cc1OC (configuration not stated) | 1.8
Cc1ccc(C)c(C(=O)CC2(O)C(=O)N(C)c3ccccc32)c1 (configuration not stated) | 2.6
CC(C(=O)Nc1ccc(S(N)(=O)=O)cc1)N1CCc2ccccc21 (configuration not stated) | 2.2
Further entries follow.
SMILES | TTR transcr act
O=C1CC(N2CCN(c3ccc(F)cc3)CC2)C(=O)N1Cc1ccccc1 (configuration not stated) | -1.8
COc1ccc2c(c1)c1nnc(SCC(=O)NC3CC3)nc1n2C | -1.9
CC(=O)Nc1cccc(NC(=O)C(F)(F)F)c1 | 0.5
O=S(=O)(Nc1nc2ccccc2s1)c1ccc(Br)s1 | 0.8
COc1ccc(C(=O)CSc2nccn2C)cc1 | 5.6
CCOc1ccc(C(=O)Nc2ccccc2-c2ccccc2)cc1Cl | -0.6
O=C(NCC1CCCO1)/C(=C\c1cccs1)NC(=O)c1ccccc1 (configuration not stated) | -1.4
Cc1cc(C)n2nc(C(=O)N/N=C/C=C/c3ccccc3)nc2n1 | -1.6
OC(c1ccccc1)c1ncc(-c2cccc(OCc3ccccc3)c2)[nH]1 (configuration not stated) | -1.6
C/C(=N\NC(N)=S)c1cccnc1 | -2.5
CN(C)CCCn1c(NCc2ccc3c(c2)OCO3)nc2ccccc21 | 10.0*
N#CCSc1nc2ccccc2c(=O)n1CCCC(=O)NCc1ccco1 | -1.1
CC(=O)OCC1OC(c2ccccc2)C(OC(C)=O)C(OC(C)=O)C1OC(C)=O (configuration not stated) | 2.0
Cc1ccc(NC(=O)CC2S/C(=N/N=C3/NC(=O)CS3)NC2=O)cc1 (configuration not stated) | -1.0
O=S(=O)(NC1=NCCCCC1)c1ccc(F)cc1 | 0.6
Cc1cc2nc(-c3ccccc3)c(Cc3cccc(Cl)c3)n2c(C)c1Br | -2.0
CCOc1ccccc1NC(=O)C(NCCN(C)C)c1ccccc1 (configuration not stated) | -0.1
COc1ccc(C(c2nnnn2C(C)(C)C)N2CCN(c3nc4ccccc4s3)CC2)cc1 (configuration not stated) | 1.6
Cc1c(C(=O)N2CC3(CC(c4cccc(NC(=O)[C@H]5CCC(=O)N5)c4)=NO3)C[C@@H]2C(N)=O)cc([N+](=O)[O-])cc1[N+](=O)[O-] (some centres not stated) | 1.1
Cc1cc(NC(=O)NCc2ccco2)ccc1NC(=O)NCc1ccco1 | 1.6
CC(O)Cc1cn([C@@H](CCCCNC(=O)OC(C)(C)C)C(=O)N2CCN(C(=O)OC(C)(C)C)CC2)nn1 (some centres not stated) | 1.0
Cc1cc(C)c(Cn2cnc(-c3ccc([N+](=O)[O-])cc3)c2)c(C)c1 | -0.8
COc1cccc(CC(=O)OCC(=O)NC(Cc2ccccc2)C(C)=O)c1 (configuration not stated) | -0.5
Cc1ccc(C(=O)O)cc1NC(=O)CN1C(=O)C2C3c4ccccc4C(Br)(c4ccccc43)C2C1=O (configuration not stated) | -0.1
CSc1n[nH]c2nc3c(c(=O)n12)C1(CCCCC1)Cc1ccccc1-3 | 0.5
Next part:
SMILES | TTR transcr act
Cc1ccc(C2=NN(CC(=O)NCc3ccccn3)C(=O)CC2)cc1 | 2.7
CCCCc1cc(=O)oc2cc(OCC(=O)N3CCc4ccccc43)ccc12 | 2.7
O=C(c1ccccc1)C(O)(CN1CCCCC1)c1ccccc1 (configuration not stated) | 6.7
CCn1c(N2CCN(S(=O)(=O)c3ccccc3)CC2)nc2ccccc21 | 0.5
CCC(=O)Nc1ccc(Cl)cc1C(=O)c1ccc[nH]1 | -0.3
COc1cccc(C#CC2=CC(=O)CC(C)(C)C2)c1 | 1.5
COc1ccc(C=C(NC(=O)c2ccccc2)C(=O)O)cc1OC | 0.1
O=C(O)CNC(=O)c1ccc(S(=O)(=O)N2CCOCC2)cc1 | -1.5
CCn1c(O)c(C2=c3ccccc3=NC2=O)c2cc(Br)ccc21 | -2.8
CC(=O)Nc1ccc(NC(=O)c2csc([C@H]3C[C@H](O)[C@@H](CO)O3)n2)cc1 | 1.1
O=C(/C=C/c1ccccc1)NC(=S)Nc1ccc(CN2CCOCC2)cc1 | -0.7
O=C(O)C1(NS(=O)(=O)c2ccc(Cl)cc2)CCCCC1 | -1.4
Clc1ccccc1CO/N=C1\CCCc2nonc21 | 0.0
Cc1ccccc1-c1nn(-c2ccc(F)cc2F)cc1CNCCN(C)C | 0.1
CC1(C(=O)NCc2ccccc2)CN(S(C)(=O)=O)CC(=O)N1Cc1cccc(C(F)(F)F)c1 (configuration not stated) | 3.6
Cc1ccc(C2CC(C(F)(F)F)n3ncc(C(=O)NCc4ccco4)c3N2)cc1 (configuration not stated) | -0.6
COc1ccc(-n2c(C)cc(/C=C3\SC(=S)NC3=O)c2C)cc1 | 1.9

Compounds from the list above with fluorine:
SMILES | TTR transcr act
Nc1ccc(Oc2ccc(F)cc2)nc1 | -0.5
O=C(NNC(=O)c1ccccc1F)c1cccc(Cl)c1 | -1.9
O=C(Nc1c(C(=O)N2CCC(N3CCCCC3)CC2)oc2ccccc12)c1ccc(F)cc1 | 0.0
CC(C(=O)Nc1ccc(C#N)cc1)N(C)CC(=O)Nc1cccc(F)c1 (configuration not stated) | 9.9*
CCCc1n[nH]c(=O)c2c1nnn2Cc1ccccc1F | 0.7
CCCCNc1cc(F)nc(N)n1 | 2.6
O=C(NC1CCCC1)C(c1ccccn1)N(Cc1ccccc1F)C(=O)c1csnn1 (configuration not stated) | 0.1
CCOC(=O)[C@H]1[C@H]2COc3ccc(Cl)cc3[C@@H]2N2C(=O)CN(Cc3ccc(F)cc3)C(=O)[C@@]12C | 1.1
Cc1ccc(NC(=O)CCc2nnc3ccc(NCc4ccco4)nn23)cc1F | 3.3
Nc1cc(=O)n(Cc2ccccc2)c(=O)n1-c1ccc(F)cc1 | 1.8
O=C1CC(N2CCN(c3ccc(F)cc3)CC2)C(=O)N1Cc1ccccc1 (configuration not stated) | -1.8
CC(=O)Nc1cccc(NC(=O)C(F)(F)F)c1 | 0.5
O=S(=O)(NC1=NCCCCC1)c1ccc(F)cc1 | 0.6
Cc1ccccc1-c1nn(-c2ccc(F)cc2F)cc1CNCCN(C)C | 0.1
CC1(C(=O)NCc2ccccc2)CN(S(C)(=O)=O)CC(=O)N1Cc1cccc(C(F)(F)F)c1 (configuration not stated) | 3.6
Cc1ccc(C2CC(C(F)(F)F)n3ncc(C(=O)NCc4ccco4)c3N2)cc1 (configuration not stated) | -0.6

Screening data: PubChem BioAssay, The Scripps Research Institute Molecular Screening Center
